KB-3-1 cytotox: kills parental KB-3-1 adenocarcinoma cells; KB-3-1 viability, CellTiter-Glo ATP luminescence, 72 h; Potency, µM (highest dose often 46.1 µM), without a hit: top-dose activity change, negative = cytotoxic, most hits filed as cytotoxic; 400,000 compounds, 1.4% hits; AID 1347075; also: potency is read from the fitted curve at half-maximal effect; % is scaled to controls: 0 for no effect and ±100 for the full control effect; nearly all actives have a fitted effect of over 60% in size
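Cells are dispensed, compounds pinned in, plates held at 37 °C for 72 h, then CellTiter-Glo is added and luminescence read after 10 minutes. Cell line: parental KB-3-1 in phenol-red-free DMEM, 10% FBS.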
SW480 rereplic: induces DNA re-replication in SW480 colon adenocarcinoma cells. SW480 DNA re-replication, Hoechst DNA content imaging, 48 h. Potency, µM (titrated, usually from 46.1 µM), inactives show at the highest dose re-replication activation, usual class: activators. 340,000 compounds, 1.8% hits; also: potency is read from the fitted curve at half-maximal effect; % of control where 0% means no effect; nearly all actives have a fitted effect of over 55% in size
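DNA re-replication was detected as more nuclei of elevated Hoechst intensity after 48 hr exposure to compound (23 nL pinned per well of 250 cells).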
IL1B secr inh: inhibitors of inflammasome signaling (IL-1 beta secretion). THP-1 LPS/ATP IL-1B secretion, AlphaLISA, 16 h; stronger effect = lower value. activity change, % at 57.5 µM. 360,000 compounds, 4.7% hits. AID 743279; in the data active = activity change below about -50%; inconclusive = mostly about -30% to -49%; also: % is scaled to controls: 0 for no effect and ±100 for the full control effect
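Secreted IL-1B measured by AlphaLISA bead assay after 16 h compound exposure of THP-1 cells; compounds (final up to 57.5 uM) added 1 h before LPS (250 ng/mL) and ATP (1.25 mM) stimulation; lower signal means less secretion.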
MCF10A rerep: induces DNA re-replication in MCF 10a normal breast cells; 350,000 compounds, 2.9% hits; Potency, µM (highest dose often 46.1 µM), for the others: top-dose activity, positive = re-replication, actives largely listed as activators; AID 624296; MCF 10A DNA re-replication, Hoechst nuclear intensity, 48 h; also: potency is read from the fitted curve at half-maximal effect; % of control where 0% means no effect; nearly all actives have a fitted effect of over 50% in size
HT1080-NT tox: kills 2HG-producing HT-1080-NT fibrosarcoma cells; HT-1080-NT fibrosarcoma viability, CellTiter-Glo ATP luminescence, 48 h; Potency, µM (top dose mostly 46.1 µM), inactives show at the highest dose activity, negative = less viability, actives largely listed as cytotoxic; 360,000 compounds, 1.6% hits; AID 686970;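 also: NT is the 2HG producing partner of a matched IDH1 knockdown line; potency is read from the fitted curve at half-maximal effect; 0% = DMSO-treated cells and -100% = media-only wells without cells; nearly all actives have a fitted effect of over 55% in size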
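Compounds were tested in concentration-response format on HT-1080-NT cells for 48 hours at 37 degrees C. Cell viability came from CellTiter-Glo luminescence; curves were classified by r2, response magnitude and activity.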
ATXN2 expr inh: ATXN2 expression inhibition; HEK-293 ATXN2-luciferase reporter, luminescence, 24 h; Potency, µM (titrated, usually from 57 µM), for the others: at the highest dose activity change, negative = inhibition, hits mostly inhibitors; 360,000 compounds, 0.72% hits; also: potency is read from the fitted curve at half-maximal effect; % is scaled to controls: 0 for no effect and ±100 for the full control effect; nearly all actives have a fitted effect of over 55% in size
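qHTS (up to 57 uM final) was run with 24 h compound exposure of reporter cells at 37 °C. Each well was multiplexed: SteadyGlo luminescence measured ATXN2-luciferase expression after a fluorogenic Gly-Phe-AFC viability readout (25 uM final).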
HT1080 IDH1KD tx: HT-1080 IDH1 knockdown cell toxicity (counter line). HT-1080 IDH1 knockdown viability, ATP luminescence, 48 h. Potency, µM (series often up to 46.1 µM), for inactives: at the top dose activity, negative = toxicity, hits mostly cytotoxic. 360,000 compounds, 2% hits;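 also: potency is read from the fitted curve at half-maximal effect; 0% = DMSO wells and -100% = cell-free medium wells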
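Luminescent ATP read-out (CellTiter-Glo, 10 min at room temperature) after 48 h compound exposure at 37 °C gave viability of IDH1-knockdown HT-1080 cells. Activity was normalised to DMSO and cell-free wells, then fitted as concentration-response curves.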
ATXN viability: cell viability loss in ATXN counter-screen | AID 651635 | 400,000 compounds, 0.49% hits | S2 cells (HEK-293 line with an ATXN2-luciferase reporter) viability, CellTiter-Fluor protease fluorescence, 24 h | Potency, µM (highest dose often 56.7 µM), actives largely listed as cytotoxic; also: potency is read from the fitted curve at half-maximal effect; nearly all actives have a fitted effect of over 40% in size
KB-V1 MDR tox: kills drug-selected multidrug resistant KB-V1 cells. Potency, µM (highest dose often 46.1 µM), for the others: at the highest dose activity change, negative = cytotoxicity, usual class: cytotoxic. 400,000 compounds, 3.4% hits. KB-V1 MDR cells viability, CellTiter-Glo, 72 h; also: potency is read from the fitted curve at half-maximal effect; % is scaled to controls: 0 for no effect and ±100 for the full control effect; nearly all actives have a fitted effect of over 60% in size
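KB-V1 MDR subline cells in DMEM (phenol-red free, 10% FBS) exposed to compounds in qHTS concentration series for 72 h at 37 degrees C. Viability read by CellTiter-Glo luminescence; concentration-effect curves fitted after normalization and correction.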
Starred values were filed as active, the others as inactive; i = inactive; ? = inconclusive; . = no result given; [ ] = dose if it differs, or a comment. Unless noted, calls follow the shape of the dose curve; as a rule, active = well fitted curve in the direction sought with a large enough effect; inconclusive = small, poorly fitted or top-dose-only effect, or another doubt; inactive = no such curve, though single readings can be large; an effect the other way counts as inactive or inconclusive. Rows are unselected. About 11% of those tested had a hit in this group.

SMILES	KB-3-1 cytotox	SW480 rereplic	IL1B secr inh	MCF10A rerep	HT1080-NT tox	ATXN2 expr inh	HT1080 IDH1KD tx	ATXN viability	KB-V1 MDR tox
O=C(CCNC(=O)c1ccco1)NC(Cc1c[nH]c2ccccc12)C(=O)O (centres undefined)	5%	2%	21	2%	2%	.	1%	i	0%
Fc1cccc(/C=N/Nc2ccccn2)c1	7%	-3%	-72*	6%	3%	29%	-4%	i	-3%
O=C(O)CC(NC(=O)C12CC3CC(CC(C3)C1)C2)c1cccc([N+](=O)[O-])c1 (centres undefined)	4%	-9%	16	-8%	12%	-30%[11.3 µM]	24%	?	-4%
CCOC(=O)c1ccc(Nc2nc3ccc(C(=O)c4ccccc4)cc3n3c(C)nnc23)cc1	17%	.	.	.	.	16%	.	i	?
COc1cccc(CNC(=O)C2CCN(c3cnccn3)CC2)c1	-2%	-10%	12	2%	3%	-1%	-4%	i	-4%
COC(=O)NC(NC(=S)Nc1cccc(C)c1)C(Cl)(Cl)Cl (centres undefined)	-6%	5%	-17	-33%[inhibitor]	-27%	-16%	-8%	?	-16%
COc1cccc(CNS(=O)(=O)c2ccc3c(c2)C(C(C)C)C(=O)N3)c1 (centres undefined)	?	.	.	.	.	-9%	.	i	-9%
CCN(C1CCS(=O)(=O)C1)S(=O)(=O)c1cc(C)ccc1C (centres undefined)	-1%	-183%[inhibitor]	26	-11%	3%	-17%	-6%	i	-19%
COC(=O)c1ccccc1NC(=O)CN(c1c(C)cccc1C)S(C)(=O)=O	-5%	10%	-25	1%	12%	4%	3%	i	-5%
O=C(COC(=O)c1ccc([N+](=O)[O-])cc1)NCCC1=CCCCC1	15%	?	15	-6%	5%	-17%	14%	i	0%
COc1ccc(-n2ccnc(NCc3cccs3)c2=O)cc1OC	1%	.	.	.	.	5%	.	i	-10%
CCN(C(=O)COC(=O)c1ccco1)c1c(N)n(Cc2ccccc2)c(=O)[nH]c1=O	2%	-5%	-1	-1%	-4%	-3%	-8%	i	8%
O=C(CSc1nnc(-c2ccccn2)n1Cc1ccccc1)Nc1ccc2c(c1)OCO2	11%	3%	-2	2%	-14%	-23%	-18%	i	-2%
CCOc1ccccc1OCCOc1ccc(F)cc1	-1%	2%	?	-17%	17%	0%	19%	i	-7%
COc1ccc(Cl)cc1NC(=O)CN(C)C(=O)Cc1n[nH]c(=O)c2ccccc12	0%	-3%	64	4%	1%	-24%	-1%	?	?
COc1ccc(NS(=O)(=O)c2cc(NC(=O)c3ccc(Cl)cc3)ccc2N2CCOCC2)cc1	?	1.5µM*	-26	2.3µM*	2.3µM*	-16%	2.6µM*	?	5.8µM*
O=C(NNS(=O)(=O)c1ccccc1)C1CC(c2cccnc2)=NO1 (centres undefined)	3%	2%	-2	?	20%	-16%	15%	i	-13%
COc1ccc(NC(=O)NNC(=O)COc2ccc3cc(Br)ccc3c2)cc1	7%	-39%[inhibitor]	i	3%	2%	17%	-2%	i	3%
CC(C)(C)c1csc(Sc2ncccc2[N+](=O)[O-])n1	2%	10%	-22	5%	12%	.	1%	i	0%
Cc1ccc(NC(=O)C2CCCN(c3ncnc4onc(C)c34)C2)cc1Cl (centres undefined)	0%	.	.	.	.	9%	.	i	-2%

Molecules from the list above that contain two or more sulfur atoms (two):
SMILES	KB-3-1 cytotox	SW480 rereplic	IL1B secr inh	MCF10A rerep	HT1080-NT tox	ATXN2 expr inh	HT1080 IDH1KD tx	ATXN viability	KB-V1 MDR tox
CCN(C1CCS(=O)(=O)C1)S(=O)(=O)c1cc(C)ccc1C (centres undefined)	-1%	-183%[inhibitor]	26	-11%	3%	-17%	-6%	i	-19%
CC(C)(C)c1csc(Sc2ncccc2[N+](=O)[O-])n1	2%	10%	-22	5%	12%	.	1%	i	0%

(continued)
SMILES	KB-3-1 cytotox	SW480 rereplic	IL1B secr inh	MCF10A rerep	HT1080-NT tox	ATXN2 expr inh	HT1080 IDH1KD tx	ATXN viability	KB-V1 MDR tox
Cc1ccc(NC(=O)CN(C)CC(=O)N(C)Cc2ccccc2)cc1	-3%	-4%	-6	-2%	-6%	.	7%	?	-2%
CCOC(=O)c1c(NC(=O)CSc2nnc(N)s2)sc(C)c1-c1ccc(C)cc1	-25%	0%	0	?	-10%	-28%	-8%	i	-29%
C=COCCNC(=O)C1CC(=O)N(c2ccc(C)cc2)C1 (centres undefined)	5%	-2%	17	11%	10%	1%	6%	i	-1%
COc1cccc(Nc2nc(-c3sc(NC(=O)c4ccccc4)nc3C)cs2)c1	?	4%[9.22 µM]	-5	?	?	15%	-25%	i	-7%
Cc1ccc(S(=O)(=O)N2CCC(C(=O)OCC(=O)N3CCc4ccccc43)CC2)cc1	4%	0%	18	0%	-2%	-3%	6%	i	?
O=S(=O)(c1ccc(Br)s1)N1CCNCC1	?	?	3	11%	-11%	-16%	4%	i	5%
COc1ccc(S(=O)(=O)N2CCN(c3ccccc3)CC2)cc1C(=O)N1CCCC1	-4%	5%	10	2%	3%	-2%	5%	i	0%
C=C(CCO)C1=CCN(S(=O)(=O)C(C)(C)C)[C@H]1CCO	0%	-7%	-2	-34%[inhibitor]	0%	-1%	4%	i	0%
CN(C)/C=N/c1[nH]ncc1C#N	10%	0%	-6	9%	-1%	-13%[11.3 µM]	9%	i	10%
Cc1ccc2[nH]c(=O)c(CN(Cc3cccs3)C(=S)NCc3ccco3)cc2c1	-11%	9%	0	13%	-1%	-16%	-17%	i	18µM*
CC(C)(CC(=O)O)CC(=O)N1CCN(c2nc3cc(Cl)ccc3s2)CC1	?	-5%	23	9%	1%	6%	-1%	i	0%
Cn1cccc1C(=O)NCC1COc2ccccc2O1 (centres undefined)	17%	-14%	0	1%	-7%	34%[activator]	-2%	i	-3%
O=C(COC(=O)c1ccccn1)Nc1ncc(C(F)(F)F)cc1Cl	8%	-1%	5	3%	21%	-4%	27%	i	-5%
CCc1ccc(S(=O)(=O)c2nnn3c2nc(N2CCC(C(N)=O)CC2)c2cc(Cl)ccc23)cc1	-4%	.	.	.	.	-26%	.	?	2%
[O-][n+]1c2c(nn1-c1ccccc1Cl)-c1nonc1CC2	24%	0%	4	12%	-4%	1%	-4%[9.24 µM]	i	9%
COc1cc(CNCc2cccs2)ccc1OCC(=O)NC(C)(C)C	-14%	0%	-4	0%	-20%	-2%	-18%	i	?
CC(/C=N/n1c(-c2cccnc2)n[nH]c1=S)=C\c1ccccc1	-19%	-10%	0	12%	0%	-4%	0%	i	16µM*
CCOc1ncccc1C(=O)NCC(c1ccccc1)N(C)C (centres undefined)	-4%	1%	-1	0%	-16%	-6%	-6%	i	-5%
Oc1c(N=NC(=S)Nc2ccccc2F)c2ccccc2n1Cc1ccccc1	?	1%	-8	?	-1%	?	-5%	?	4%
N#Cc1cccc(C(=O)C(=O)N2CCC(c3ccccc3)CC2)c1	1%	.	34	.	-7%	.	-5%	.	?
O=S(=O)(NCc1ccc2c(c1)OCO2)c1ccc(Cl)s1	-4%	3%	i	?	-4%	-2%	18%	i	-13%
O=C(O)C1CCCN1S(=O)(=O)c1ccc2[nH]c(=O)c(=O)[nH]c2c1 (centres undefined)	6%	-4%	6	5%	1%	4%	3%	i	6%
Cc1cc(C)n(-c2ccc(S(N)(=O)=O)cc2[N+](=O)[O-])n1	4%	-10%[1.84 µM]	35	-29%	9%	3%	1%	i	?
CCCCCCCC1(C)NC(=O)N(CC(=O)Nc2cc(C)on2)C1=O (centres undefined)	16%	-9%	12	6%	-6%	1%	-14%	i	-18%
CCSc1nnc(NC(=O)c2nc(S(=O)(=O)Cc3ccc(F)cc3)ncc2Cl)s1	?	?	-103*	27%	?	?	?	?	-11%
N#C/C(=C\c1ccc(N2CCOCC2)o1)C(=O)NCC1CCCO1 (centres undefined)	13%	5%	-6	3%	10%	7%	17%	i	1%
Cc1nnc(SCC(=O)N2CCc3ccccc3C2)n1-c1ccccc1	0%	1%	2	-5%	-3%	-17%	1%	i	0%
CCOC(=O)C1=CCN(S(=O)(=O)c2ccc(F)cc2)C1c1ccc(C)cc1 (centres undefined)	0%	.	0	.	-1%	-8%	-1%	?	-14%
CCOC(=O)c1ccc(NC(=O)CSc2nc3c(c(=O)n2C)SC(C)C3)cc1 (centres undefined)	13%	-5%	16	2%	3%	-17%	-3%	?	11%
O=C(/C=C/c1ccccc1)N1CCN(Cc2cc(=O)n3nc(-c4ccccc4Cl)sc3n2)CC1	-4%	.	.	.	.	0%	.	i	6%
CCOC(=O)CSc1nnc(-c2ccco2)n1-c1ccccc1	-9%	-5%	9	2%	-14%	0%	0%	i	0%
CCN(Cc1nc2ccccc2c(=O)[nH]1)Cc1cc(=O)oc2cc(OC)ccc12	23%	0%	-2	1%	3%	0%	0%[9.24 µM]	i	?
CN1CCS/C1=C\C=C1/SC(=S)N(CC(=O)O)C1=O	2%	0%	-15	2%	16%	-24%	1%	i	-6%
Cc1nnc(-c2cnn(C)c2N)n1Cc1ccc(Cl)cc1	0%	-6%	16	-14%	0%	7%	13%	i	2%
Cc1onc(-c2ccccc2)c1C(=O)c1c[nH]c(C(=O)NCc2ccncc2)c1	5%	6%	7	5%	-4%	-24%	3%	i	2%
O=C1O/C(=C\c2ccccc2)c2ccccc21	3%	-4%	18	11%	-1%	1%	8%	i	-2%
CCN(CC)CCCNC(=O)c1cc2c(=O)n(CC)c3ccccc3c2s1	?	12%	-57*	23%	?	-2%	?	?	-10%
O=C(NCc1cccs1)C(=O)NCC(c1ccco1)N1CCN(c2ccc(F)cc2)CC1 (centres undefined)	-7%	8%	-5	6%	-8%	-24%	-22%	i	-2%
Cc1cccc(C)c1NC(=O)CN(C)C(=O)c1cc([N+](=O)[O-])ccc1N1CCOCC1	1%	-2%	9	2%	-8%	-2%	-1%	i	-3%
